Screens deposited in PubChem by National Center for Advancing Translational Sciences (NCATS).
RXFP1 agonist: agonists of human relaxin receptor RXFP1; Q9HBX9; HEK293T-RXFP1 cAMP TR-FRET, 30 min; response scale: percent of porcine relaxin response, buffer zero; Potency, µM (highest dose often 57.5 µM), for the others: at the highest dose activation, usual class: activators; 370,000 compounds, 0.3% hits; AID 2676; note: % is set by controls: 0 for no effect and ±100 for the full control effect; nearly all actives have a fitted effect of over 60% in size; many of its hits are not listed in these tables
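HEK293T cells stably expressing RXFP1 were pretreated with the PDE4 inhibitor Ro 20174, exposed to compounds for 30 min at 37C, lysed, and cAMP was read by TR-FRET. Data normalized to buffer (basal) and 29 nM porcine relaxin (100%).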
ALOX12 inh: inhibitors of human 12S-lipoxygenase ALOX12. purified 12hLO, xylenol orange hydroperoxide absorbance. Potency, µM (series often up to 108 µM), inactives show at the highest dose activity change, negative = inhibition, usual class: inhibitors. 580,000 compounds, 1.1% hits; note: % is set by controls: 0 for no effect and ±100 for the full control effect
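Purified human 12hLO (150 nM final) in 25 mM Hepes, 0.01% Triton X-100, pH 7.0 was preincubated 15 min at room temperature with compound. Then 40 uM arachidonic acid was added, 30 min. Hydroperoxide was read by Fe-XO absorbance ratio 573/405 nm.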
USP1-UAF1 inh: USP1/UAF1 (human) deubiquitinase inhibition | O94782 | AID 743255 | Potency, µM (series often up to 57.1 µM), for inactives: at the highest dose activity change, negative = inhibition, actives largely listed as inhibitors | recombinant USP1/UAF1, Ub-Rhodamine cleavage fluorescence | 390,000 compounds, 0.23% hits; note: % is set by controls: 0 for no effect and ±100 for the full control effect; nearly all actives have a fitted effect of over 60% in size; inactives centre near -12
Target sequence (O94782 whole entry, looked up): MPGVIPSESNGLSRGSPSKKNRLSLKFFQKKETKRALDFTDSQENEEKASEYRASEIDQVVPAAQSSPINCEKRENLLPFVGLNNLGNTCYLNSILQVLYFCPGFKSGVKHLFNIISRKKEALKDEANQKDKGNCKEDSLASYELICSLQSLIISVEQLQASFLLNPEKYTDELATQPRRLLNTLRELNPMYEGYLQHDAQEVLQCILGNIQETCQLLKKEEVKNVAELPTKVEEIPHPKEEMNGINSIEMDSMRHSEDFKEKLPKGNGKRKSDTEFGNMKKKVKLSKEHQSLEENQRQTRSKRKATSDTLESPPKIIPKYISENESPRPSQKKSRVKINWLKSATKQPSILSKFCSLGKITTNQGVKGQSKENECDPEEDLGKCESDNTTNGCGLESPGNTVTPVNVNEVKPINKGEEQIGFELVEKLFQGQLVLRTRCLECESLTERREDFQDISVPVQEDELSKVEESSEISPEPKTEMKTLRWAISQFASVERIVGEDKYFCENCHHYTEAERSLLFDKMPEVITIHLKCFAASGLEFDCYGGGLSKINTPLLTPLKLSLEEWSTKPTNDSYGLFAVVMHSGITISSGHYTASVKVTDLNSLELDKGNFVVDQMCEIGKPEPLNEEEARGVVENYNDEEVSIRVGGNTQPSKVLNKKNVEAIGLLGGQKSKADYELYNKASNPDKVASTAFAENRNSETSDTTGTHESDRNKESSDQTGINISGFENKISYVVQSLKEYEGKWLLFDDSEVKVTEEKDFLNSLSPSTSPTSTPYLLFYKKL
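1 nM enzyme complex + cpd, 15 min RT; start with Ub-Rho 150nM final; kinetic fluorescence ex 480/em 540, 6 reads q60 s. Buffer 50mM HEPES pH 7.8, 0.5mM EDTA, 0.1 mg/ml BSA, 1mM TCEP, 0.01% Tween-20.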
rTrxR1 inhibitor: inhibitors of rat thioredoxin reductase 1; 390,000 compounds, 1% hits; recombinant rTrxR1, NADPH fluorescence consumption, selenite substrate; AID 588453; Potency, µM (series often up to 114 µM), without a hit: at the highest dose activity change, negative = inhibition, actives largely listed as inhibitors; O89049; note: % is set by controls: 0 for no effect and ±100 for the full control effect; nearly all actives have a fitted effect of over 65% in size
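Rat TrxR1 (90 nM in the dispensed reagent) was pre-reduced with 400 uM NADPH for 5 min at room temperature, then incubated with compound for 15 min. After 400 uM selenite was added, NADPH fluorescence (Ex 340/Em 450 nm) was followed for 8 min.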
TrxR1 substrate: substrates of rat thioredoxin reductase 1. O89049. purified TrxR1 substrate turnover, NADPH consumption readout. AID 588456. 390,000 compounds, 0.01% hits. Potency, µM (titrated, usually from 114 µM), without a hit: top-dose activity change, negative = substrate turnover; note: % is set by controls: 0 for no effect and ±100 for the full control effect; nearly all actives have a fitted effect of over 50% in size
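Rat TrxR1, dispensed at 90 nM, was prereduced with 400 uM NADPH (final) for 5 min at ~22 deg C, then incubated with compound 15 min before 400 uM selenite. A first-read NADPH fluorescence drop versus no-compound background flagged substrates.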
RGS4 inhibitor: inhibitors of human regulator of G protein signaling 4. Potency, µM (highest dose often 114 µM), for the others: top-dose activity change, negative = inhibition, usual class: inhibitors. P49798. 390,000 compounds, 0.039% hits. Transcreener GDP fluorescence polarization, RGS4-accelerated GTP hydrolysis; note: % is set by controls: 0 for no effect and ±100 for the full control effect; nearly all actives have a fitted effect of over 75% in size; some results filed as inactive show a strong effect at the top dose
Target sequence (P49798 whole entry, looked up): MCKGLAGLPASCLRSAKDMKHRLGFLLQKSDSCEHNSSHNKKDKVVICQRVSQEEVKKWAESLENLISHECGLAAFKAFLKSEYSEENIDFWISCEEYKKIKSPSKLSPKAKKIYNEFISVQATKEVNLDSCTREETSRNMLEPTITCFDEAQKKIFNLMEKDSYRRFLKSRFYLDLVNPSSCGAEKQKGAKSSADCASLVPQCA
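MLSMR compounds (23 nl, pin-transferred) preincubated 10 min at room temperature with a 500nM (2x) first reagent, then RGS4 at 900nM (2x) plus Transcreener GDP mix added; fluorescence polarization (620/688 nm) read before and after 90 min at 30 °C.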
mIDH1 inhibitor: blocks human mutant IDH1 R132H enzyme; 390,000 compounds, 0.093% hits; AID 602179; O75874; IDH1-R132H enzyme, NADPH consumption, diaphorase/resazurin fluorescence; Potency, µM (doses to about 76.6 µM), for inactives: top-dose activity change, negative = inhibition, most hits filed as inhibitors; note: % is set by controls: 0 for no effect and ±100 for the full control effect; nearly all actives have a fitted effect of over 65% in size
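IDH1-R132H (0.5 ug/mL) preincubated 30 min with compound, then NADPH (0.016 mM) and alpha-KG (2 mM) added; 80 min at RT, pH 7.5. Remaining NADPH coupled via diaphorase/resazurin to fluorescence (540/590 nm); concentration-response curves normalized to no-enzyme control.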
Vif-A3F inh: blocks the Vif interaction with APOBEC3F; HeLa A3F-eYFP + Vif (tagged APOBEC3F with the HIV-1 protein that degrades it), YFP fluorescence increase; Potency, µM (highest dose often 46.1 µM), for inactives: at the top dose activity, negative = active; 390,000 compounds, 0.2% hits; AID 602313; note: % of control where 0% means no effect; nearly all actives have a fitted effect of over 65% in size
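HeLa cells stably expressing Vif plus C-terminally eYFP-tagged A3F were seeded, incubated overnight at 37 deg C, dosed with compound, incubated overnight again at 37 deg C. Yellow fluorescence (Ex 488/Em 500-530) reported blocked Vif-mediated A3F-eYFP degradation.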
Vif-APOBEC3G blk: blocks the Vif interaction with human APOBEC3G | HeLa A3G-eYFP + Vif (tagged APOBEC3G with the HIV-1 protein that degrades it), YFP fluorescence, overnight | Potency, µM (top dose mostly 46.1 µM), for inactives: at the top dose activity, negative = active, most hits filed as inhibitors | Q9HC16 | 410,000 compounds, 0.076% hits;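 note: % is set by controls: 0 for no effect and ±100 for the full control effect; nearly all actives have a fitted effect of over 60% in size; hits raise eYFP signal because A3G escapes Vif-driven loss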
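HeLa cells stably expressing Vif and C-terminally eYFP-tagged A3G, seeded overnight at 37 deg C, then exposed to compound by pintool overnight at 37 deg C. Rise in yellow fluorescence (Ex 488/Em 500-530, Acumen) marks blocked Vif-driven A3G degradation.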
Active calls of the source: *; u = inconclusive; x = no result given; & = joins results of further samples; [ ] = remark or other dose. Calls come from the whole dose curve; as a rule, active = well fitted curve in the direction sought with a large enough effect; inconclusive = small, poorly fitted or top-dose-only effect, or another doubt; inactive = no such curve, though single readings can be large; an effect the other way counts as inactive or inconclusive. Potency is the fitted concentration of half-maximal effect. The list is partial (hit frequency here may not be typical).

Structure,USP1-UAF1 inh,ALOX12 inh,RGS4 inhibitor,Vif-APOBEC3G blk,mIDH1 inhibitor,Vif-A3F inh,RXFP1 agonist,TrxR1 substrate,rTrxR1 inhibitor
O=C(CCC1CCCCC1)NCCN1C2=NC[C@@H](Cc3ccccc3)N2C[C@H]1Cc1ccc(O)cc1,19.4%,-26.3%,-17.9%,3.1%,-8.4%,4.4%,0.6%,-2.6%,9.8%
CC(=O)C1C=CC(C)(C(=O)O)C2C=C(C)C(=O)C(C)(O)C12 (stereo not given),14.6%,10.2%,8.3%,1.3%,12.3%,u,x,9.9%[57.1 µM],14.3%[57.1 µM]
Cc1ccc(OC(C)C(=O)Nc2ccccc2C(=O)NCc2cccnc2)cc1C (stereo not given),-15.6%,0.0%,-23.1%,-5.6%,8.3%,2.6%,3.0%,1.9%,12.7%
CCOC(=O)C1=C(C)NC(=O)NC1c1cccnc1 (stereo not given),-12.3%,15.7%,19.2%,0.9%,0.0%,-14.3%,-1.2%,9.0%[57.1 µM],7.7%[57.1 µM]
O=C(COC(=O)CC(c1ccccc1)c1ccccc1)NCc1ccc(Cl)cc1,-8.3%,-11.7%,-25.3%,-6.6%,2.8%,-4.7%,16.7%,-8.2%,4.5%
O=C(NCCSc1c(-c2ccccc2)[nH]c2ccccc12)c1cc2ccccc2oc1=O,-14.5%,1.0%,3.2%,0.8%,-2.6%,-4.5%,1.1%,6.2%[57.1 µM],39.5%
CC(C)Oc1ccc(CNC(=O)c2ccc3c(c2)nc2n3CCOC2)cc1,3.6%,-11.4%,-14.1%,5.0%,-6.9%,1.0%,3.2%,3.5%[57.1 µM],14.8%[57.1 µM]
COc1ccc(NC(=O)COc2cccc3c2OC(C)(C)C3)c(OC)c1,u,-17.1%,-26.2%,0.1%,-1.6%,3.5%,0.0%,-10.6%,10.9%[57.1 µM]
COc1ccc(NC(=O)c2nnn(Cc3nc(-c4cc(OC)c(OC)c(OC)c4)oc3C)c2C)cc1Cl,-9.0%,-4.4%,18.9%,2.1%,14.5%,0.0%,-1.1%,8.9%,25.5%
Cc1nonc1C(=O)N/N=C/c1ccncc1,-21.2%,-0.6%,20.2%,-5.1%,-6.7%,-0.1%,-0.2%,2.6%,9.3%
CCCc1cc2c(cc1NC(=O)c1ccccc1F)OCO2,-17.4%,10.5%,-22.1%,-4.6%,8.4%,15.6%,1.7%,-17.8%[57.1 µM],16.0%[57.1 µM]
O=C(COC(=O)c1cc(Cl)ccc1O)NNC(=O)c1ccc([N+](=O)[O-])cc1,-18.0%,-1.6%,-26.2%,-0.9%,4.8%,-1.5%,3.4%,4.5%,15.1%
O=C(Nc1cccc(F)c1)C1CCN(S(=O)(=O)c2ccc3[nH]c4c(c3c2)CCCCC4)CC1,-24.9%,-21.4%,-2.2%,1.4%,-7.9%,-5.2%,1.1%,-7.5%[57.1 µM],1.5%[57.1 µM]
Cc1csc(SCC(=O)NC(C)C2CC3CCC2C3)n1 (stereo not given),-19.8%,16.6%,6.9%,1.5%,0.7%,2.1%,-1.3%,-1.4%,-8.4%
CCC(C)NCCOc1cccc(Br)c1 (stereo not given),-11.8%,u,-18.0%,-0.9%,-9.5%,-4.2%,1.8%,-1.4%,4.0%
CN(Cc1ccccc1)Cc1c(O)ccc2c(=O)c(-c3ccccc3)c(C(F)(F)F)oc12,-15.7%,-5.1%,-2.7%,1.1%,8.7%,2.9%,0.7%,-16.3%,-17.2%
COc1ccc(CCNC(=O)C(=O)c2c(C)[nH]c3ccccc23)cc1,-15.9%,18.1%,14.4%,2.9%,2.3%,5.6%,-1.1%,1.8%,50.7%[activator]
O=C(c1ccccc1)C1N=NCC1c1ccc(Cl)cc1 (stereo not given),u,-15.6%,-9.9%,-8.9%,4.6%,-9.7%,x,-4.4%[2.29 µM],-3.6%[2.29 µM]
COc1ccc(C(=O)NCC2CCCCC2)cc1S(=O)(=O)N1CCCC1,-10.9%,402.6%[activator],-23.0%,-1.3%,-15.0%,-6.8%,-0.9%,0.2%,2.1%
CN(C)c1ccc(C(=S)N2CCOCC2)cc1,-15.6%,0.0%,-8.9%,2.1%,9.2%,2.6%,-1.4%,-10.3%,-18.2%
COc1ccc(Nc2cc(C(=O)NCCCN3CCOCC3)c3ccccc3n2)cc1OC,-10.3%,-2.6%,4.8%,1.5%,2.4%,-2.1%,-1.6%,-14.0%,-6.7%
O=C(COc1ccccc1)Nc1nccs1,-0.8%,-12.9%,-4.6%,2.4%,-1.6%,0.1%,0.6%,9.7%,22.6%
Cn1nnc2cc(C(=O)N3CCSCC3)ccc21,-15.2%,0.0%,21.9%,2.8%,-0.4%,0.0%,-0.5%,-0.1%,2.5%
CC1CCCN(Cc2c(C(=O)N3CCc4ccccc4C3)nc3ccc(Cl)cn23)C1 (stereo not given),-12.1%,-6.5%,20.0%,0.4%,-6.9%,2.5%,1.0%,-0.3%,-25.4%
O=C(CNS(=O)(=O)c1ccc(F)cc1)N1CCCC1,6.2%,0.0%,0.9%,-6.4%,2.5%,5.6%,x,3.3%[57.1 µM],25.1%
COC(=O)c1c(C(=O)OC)c(-c2ccccc2)n2c1CS(=O)C2 (stereo not given),5.3%,-13.8%,13.8%,0.7%,0.5%,-4.7%,2.7%,-3.1%,-0.3%
CC(c1ccco1)N(Cc1ccco1)C(=O)Nc1ccccc1 (stereo not given),-13.1%,12.6%,-27.9%,0.5%,2.0%,-8.4%,-0.1%,2.9%[57.1 µM],-0.5%[57.1 µM]
CCSc1nnc(Cn2c(=O)sc3ccccc32)n1-c1ccccc1C,-17.4%,301.7%[activator],-13.8%,1.0%,13.4%,2.0%,1.2%,-9.2%[57.1 µM],9.0%[57.1 µM]
COc1ccccc1CC(=O)Nc1ccc2c(c1)CCC2,-6.6%,-12.2%,-42.0%,-3.1%,3.3%,-1.0%,2.0%,2.6%,10.2%
O=C(O)c1ccc(Cl)c(S(=O)(=O)Nc2ccc3cn[nH]c3c2)c1,-9.9%,-20.5%,8.9%,0.9%,2.0%,1.7%,-3.2%,0.7%[57.1 µM],16.1%[57.1 µM]
CCC(C)[C@H]1CNCCN1CCc1cccc2ccccc12 (stereo not given in full),-6.6%,-0.6%,19.0%,1.2%,2.2%,-5.2%,-0.6%,-0.6%,7.6%
CCCC1C(C(=O)OCC)=C(C)NC(C)=C1C(=O)OCC,-7.2%,-1.2%,-54.0%,-9.6%,3.2%,-10.4%,4.0%,4.8%[57.1 µM],17.1%[57.1 µM]
Cc1c(NC(=S)NC(=O)c2ccccc2Br)c(=O)n(-c2ccccc2)n1C,-19.1%,u,-1.1%,1.7%,1.2%,-0.2%,2.2%,5.3%[57.1 µM],0.6%[57.1 µM]
O=C(CN1CCN(c2ccccc2)CC1)Nc1ccc2c(c1)OCCO2,-6.6%,-8.7%,0.4%,0.9%,14.6%,-2.8%,2.5%,5.2%[57.1 µM],7.1%[57.1 µM]
CS/C(=C\[N+](=O)[O-])Nc1ccccc1,-1.4%,83.8%,-8.0%,0.6%,2.0%,-1.2%,-0.1%,11.6%[57.1 µM],1.26µM*
O=C(Nc1ccc(NC(=O)c2cccs2)c(Cl)c1)c1ccco1,-15.0%,u,6.9%,-15.5%,3.0%,0.6%,-0.1%,2.4%,28.5%
Cc1cc(NC(=O)CCCC(=O)N(CC(=O)NCCc2ccccc2)Cc2ccc(F)cc2)no1,-4.1%,-16.5%,-4.0%,0.7%,2.9%,1.4%,2.9%,4.1%,16.2%
O=C(CSc1nc2c([nH]c3ccccc32)c(=O)n1-c1cccc(Cl)c1)N1CCOCC1,u,u,-32.2%&-38.4%,u,12.0%&-1.9%,u,-1.8%&0.5%,7.2%,21.5%
O=c1ccsn1Cc1ccccc1,-10.0%,u,-109.3%,u,-13.0%,-2.1%,10.0%,-9.7%,8.6%
CCC(C)[C@H](NC(=O)CCn1nnc2ccccc2c1=O)C(=O)O (stereo not given in full),-18.9%,-6.6%,-17.5%,-0.6%,2.3%,0.5%,5.6%,7.7%,12.7%
Cc1noc(/C=C/N(C)C)c1S(=O)(=O)N1CCc2ccccc21,-24.5%,17.6%,10.9%,-16.0%,1.2%,-17.1%,1.9%,-4.6%[57.1 µM],-3.7%[57.1 µM]
